Screening data from PubChem.
Mm-Cpn inhibitor – Inhibitors of TCP-1 ring complex (TRiC) of Methanococcus maripaludis (MmCpn): qHTS; purified Mm-Cpn ATPase, ADP Transcreener TR-FRET; Chaperonin Mm-Cpn (Methanococcus maripaludis); Potency, µM (top dose mostly 76.9 µM), without a hit: at the top dose activity, negative = inhibition, usual class: inhibitors; actives 0.031% (n = 330,000); note: potency is the fitted concentration of half-maximal effect; % is set by controls: 0 for no effect and ±100 for the full control effect; nearly all actives have a fitted effect of over 80% in size
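25 nM Mm-CPN + cpd, 10 min 37°C; + 10 uM ATP, 30 min 37°C; buffer 30 mM Tris pH 7.4, 100 mM KCl, 5 mM MgCl2, 1 mM DTT; Transcreener ADP HTRF detection 30 min RT.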
A549 tox – Nrf2 qHTS screen for inhibitors: counterscreen for cytotoxicity; A549 ARE-Fluc cells, CellTiter-Fluor viability, 18-24 h; Potency, µM (series often up to 46 µM), for the others: at the top dose activity change, negative = cytotoxicity, hits mostly inhibitors; actives 0.16% (n = 390,000); AID 504648, 2011; note: potency is the fitted concentration of half-maximal effect; % is set by controls: 0 for no effect and ±100 for the full control effect
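Cytotoxicity counterscreen: CellTiter-Fluor fluorescence was measured in A549 ARE_Fluc cells after 18-24 h of compound exposure in a concentration series. The subsequent BugLite luminescent read reports ARE-luciferase activity.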
TGFb inhibitor – qHTS for Inhibitors of TGF-b; HepG2 CAGA-GFP TGF-b/SMAD3 reporter, GFP fluorescence, 18 h; TGF-beta stimulated, 500 pg/mL final; Potency, µM (series often up to 46.1 µM), for inactives: top-dose activity, negative = inhibition, hits mostly inhibitors; actives 1.2% (n = 410,000); AID 588855, 2011; note: potency is the fitted concentration of half-maximal effect; % is set by controls: 0 for no effect and ±100 for the full control effect; nearly all actives have a fitted effect of over 65% in size
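Using HEPG2 CAGA-GFP reporter cells at 1000 cells/well, we pinned test compounds, stimulated with recombinant TGF-beta (500 pg/mL final) and measured total well GFP after 18 h.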
EPAC2 antag – qHTS for Antagonist of cAMP-regulated guanine nucleotide exchange factor 2 (EPAC2): primary screen; Rap guanine nucleotide exchange factor 4 (Homo sapiens), Q8WZA2; EPAC2 GEF exchange of Rap1B-BODIPY-GDP, fluorescence; Potency, µM (highest dose often 114 µM), for the others: at the highest dose activity, negative = inhibition, hits mostly inhibitors; actives 0.18% (n = 360,000); AID 720708, 2013; note: potency is the fitted concentration of half-maximal effect; % is set by controls: 0 for no effect and ±100 for the full control effect; nearly all actives have a fitted effect of over 45% in size; many of its hits are not listed in these tables
Target sequence (Q8WZA2 whole entry, looked up): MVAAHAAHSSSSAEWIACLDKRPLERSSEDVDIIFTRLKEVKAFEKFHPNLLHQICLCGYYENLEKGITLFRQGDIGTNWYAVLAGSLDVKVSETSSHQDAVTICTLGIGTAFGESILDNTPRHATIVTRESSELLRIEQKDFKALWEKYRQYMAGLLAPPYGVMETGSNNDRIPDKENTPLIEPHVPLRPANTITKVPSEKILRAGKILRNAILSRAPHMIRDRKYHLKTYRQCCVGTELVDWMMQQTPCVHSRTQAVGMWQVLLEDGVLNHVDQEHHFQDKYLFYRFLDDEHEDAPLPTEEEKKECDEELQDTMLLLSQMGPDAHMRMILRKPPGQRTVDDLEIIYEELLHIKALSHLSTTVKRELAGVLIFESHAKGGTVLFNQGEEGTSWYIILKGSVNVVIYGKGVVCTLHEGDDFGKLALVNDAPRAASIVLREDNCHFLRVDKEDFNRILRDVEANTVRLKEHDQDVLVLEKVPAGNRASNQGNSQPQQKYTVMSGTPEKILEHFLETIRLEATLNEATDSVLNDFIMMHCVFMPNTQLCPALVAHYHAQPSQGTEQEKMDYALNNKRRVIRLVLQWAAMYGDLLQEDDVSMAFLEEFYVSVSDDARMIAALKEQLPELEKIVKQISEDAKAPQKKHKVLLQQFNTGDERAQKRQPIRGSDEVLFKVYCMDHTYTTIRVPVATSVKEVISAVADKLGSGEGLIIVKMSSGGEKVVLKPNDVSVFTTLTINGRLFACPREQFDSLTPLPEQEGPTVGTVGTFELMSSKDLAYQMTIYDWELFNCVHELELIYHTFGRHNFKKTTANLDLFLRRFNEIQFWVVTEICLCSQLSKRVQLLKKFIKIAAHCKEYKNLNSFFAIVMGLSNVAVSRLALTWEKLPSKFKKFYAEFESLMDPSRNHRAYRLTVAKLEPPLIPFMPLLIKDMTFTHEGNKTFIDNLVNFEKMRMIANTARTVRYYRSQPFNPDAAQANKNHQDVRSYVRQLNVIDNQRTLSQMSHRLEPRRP
Nrf2 block – Nrf2 qHTS screen for inhibitors. A549 ARE-Fluc reporter, luciferase luminescence, 18-24 h. Potency, µM (highest dose often 46 µM), inactives show at the highest dose activity change, negative = inhibition, usual class: inhibitors. actives 2.1% (n = 360,000). AID 504444, 2011; note: potency is the fitted concentration of half-maximal effect; % is set by controls: 0 for no effect and ±100 for the full control effect; nearly all actives have a fitted effect of over 60% in size
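In this cell-based qHTS, ARE-driven firefly luciferase in A549 cells reports Nrf2 activity; the luminescent signal after BugLite lysis is the measured value, with a prior CellTiter-Fluor read for cell health.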
Nrf2 activator – qHTS of Nrf2 Activators; AREc32 ARE-luciferase reporter (MCF7-derived line), luminescence, 24 h; AID 624171, 2012; actives 0.31% (n = 410,000); Potency, µM (top dose mostly 46.1 µM), without a hit: at the highest dose activation, usual class: activators; note: potency is the fitted concentration of half-maximal effect; % of control where 0% means no effect; nearly all actives have a fitted effect of over 65% in size
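ARE-driven firefly luciferase activity in AREc32 cells measured after a 24 hr compound exposure at 37 deg C, using Steady-Glo reagent and a 30 min room-temperature hold.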
CCT chaperon mod – High-Throughput Screening for Modulators of Cytosolic Chaperonin Activity; activity change, % (test concentration not listed), hits read low; purified chaperonin ATPase assay, HTRF ADP detection, 30 min; AID 651819, 2012; actives 0.3% (n = 360,000); in the data active = activity change below about -30%; note: % is set by controls: 0 for no effect and ±100 for the full control effect
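First, chaperonin was dispensed at 40 nM or 20 nM final depending on batch activity. Next, compounds were pinned at 76 uM and ATP added at 10 uM. After 30 min at 37 °C, ADP detection reagents ran 30 min at ambient temperature.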
Akt phos inh – HTS Assay for Inhibitors of Akt Phophorylation: Primary Screen; Neuro2A IGF-stimulated pAkt S473 HTRF, 20 min; stronger effect = lower value; activity change, % for hits at 50 µM; AID 651550, 2012; actives 0.32% (n = 360,000); in the data active = activity change below about -80%; inconclusive = mostly about -51% to -80%; note: % is set by controls: 0 for no effect and ±100 for the full control effect
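Neuro2A cells in DMEM with 0.5% FBS, overnight at 37 deg C, given compound at single 50 µM final, then IGF (6 nM final) for 20 min at 37 deg C. Lysed; phospho-Akt Ser473 by HTRF after 24 h, 665/615 ratio.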
EPAC2 ag – qHTS for Agonist of cAMP-regulated guanine nucleotide exchange factor 4 (EPAC2): primary screen | EPAC2 activation, biochemical qHTS; response scale: 100% = 6.5 mM cAMP response | Potency, µM (highest dose often 154 µM), inactives show at the top dose activation, most hits filed as activators | Rap guanine nucleotide exchange factor 4 (Homo sapiens), Q8WZA2 | actives 0.079% (n = 360,000) | AID 720711, 2013; note: potency is the fitted concentration of half-maximal effect; nearly all actives have a fitted effect of over 50% in size
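Nucleotide exchange monitored as fluorescence drop when BODIPY-GDP leaves Rap1B. Reaction: 100 nM EPAC2, 250 nM RAP1B-BODIPY-GDP, 50 uM GDP, room temperature, kinetic read over 30 min. Activity expressed relative to 6.5 mM cAMP.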
* hit, by the source's call; & = joins results of further samples. Unless noted, calls come from the whole dose curve; as a rule, active = well fitted curve in the direction sought with a large enough effect; inconclusive = small, poorly fitted or top-dose-only effect, or another doubt; inactive = no such curve, though single readings can be large; an effect the other way counts as inactive or inconclusive. Some of the compounds tested; count on the stated rates, not on these rows.

What do the screens show for `Cc1cc(C)c2nc(Cl)c(Cl)nc2c1`?
Mm-Cpn inhibitor: 0.8%; A549 tox: 0.1%; TGFb inhibitor: 2.4%; EPAC2 antag: -1.3%; Nrf2 block: 3.7%; Nrf2 activator: 0.0%; CCT chaperon mod: 1.4; Akt phos inh: inactive; EPAC2 ag: 0.7%

What do the screens show for `CC(NC(=O)C1CCC(CNS(=O)(=O)c2ccccc2)CC1)c1ccccc1` (stereo not given)?
Mm-Cpn inhibitor: -0.6%; A549 tox: 2.7%; TGFb inhibitor: -15.6%; EPAC2 antag: -0.6%; Nrf2 block: 1.6%; Nrf2 activator: -0.4%; CCT chaperon mod: -1.9; Akt phos inh: inactive; EPAC2 ag: 5.2%

What do the screens show for `Clc1ccc2c(c1)Nc1ccccc1CC2`?
A549 tox: 7.0%; TGFb inhibitor: -5.9%; EPAC2 antag: -2.2%; Nrf2 block: 19.9%; Nrf2 activator: 3.9%; CCT chaperon mod: -1.0; Akt phos inh: inactive; EPAC2 ag: 24.0%

What do the screens show for `CN(Cc1ccccc1)C(=O)C1CCC(CNS(=O)(=O)c2ccc3c(c2)CCCC(=O)N3)CC1` (stereo not given)?
A549 tox: 28.3%; TGFb inhibitor: -24.4%; Nrf2 block: inconclusive; Nrf2 activator: 7.0%

How did O=C(c1c(F)cccc1F)N1CCN=C1SCc1ccccc1 do in these assays?
Mm-Cpn inhibitor: -17.1%; A549 tox: 0.7%; TGFb inhibitor: 4.9%; EPAC2 antag: -21.4%; Nrf2 block: -21.5%; Nrf2 activator: 0.1%; CCT chaperon mod: 0.6; Akt phos inh: inactive; EPAC2 ag: 16.8%

What do the screens show for `CCc1nc(C)cc2c1sc1ccccc12`?
Mm-Cpn inhibitor: 2.8%; A549 tox: 2.0%; TGFb inhibitor: 4.1%; EPAC2 antag: inconclusive; Nrf2 block: 13.3%; Nrf2 activator: 0.1%; CCT chaperon mod: 0.3; Akt phos inh: inactive; EPAC2 ag: 7.3%

Results for CC(=O)Nc1ccc(NC(=O)CSc2ccc3nnc(-c4cccnc4)n3n2)cc1 ?
Mm-Cpn inhibitor: 2.8%; A549 tox: 9.1%; TGFb inhibitor: 5.5%; EPAC2 antag: -1.4%; Nrf2 block: -4.2%; Nrf2 activator: -0.6%; CCT chaperon mod: -1.6; Akt phos inh: inactive; EPAC2 ag: 0.0%

Results for CCC1CCCCN1C(=O)c1c[nH]c2ccc(S(=O)(=O)N(C)c3ccc(Cl)cc3)cc2c1=O (stereo not given) ?
Mm-Cpn inhibitor: 0.5%; A549 tox: -2.9%; TGFb inhibitor: -1.5%; EPAC2 antag: 8.5%; Nrf2 block: inconclusive; Nrf2 activator: -0.1%; CCT chaperon mod: -3.5; Akt phos inh: inactive; EPAC2 ag: -6.5%

How did CCOc1ccccc1NC(=O)C(OC(=O)c1ccc(N(C)C)cc1)c1ccccc1 (stereo not given) do in these assays?
Mm-Cpn inhibitor: -0.4%; A549 tox: 2.3%; TGFb inhibitor: 0.2%; EPAC2 antag: 3.7%; Nrf2 block: -2.7%; Nrf2 activator: -0.8%; CCT chaperon mod: -2.3; Akt phos inh: inactive; EPAC2 ag: 11.1%

What do the screens show for `O/N=C1/CCSc2ccccc21`?
Mm-Cpn inhibitor: 1.7%; A549 tox: -3.2%; TGFb inhibitor: -13.4%; EPAC2 antag: 5.5%; Nrf2 block: -0.8%; Nrf2 activator: 0.0%; CCT chaperon mod: -2.3; Akt phos inh: inactive; EPAC2 ag: 2.1%

How did CC(=O)COc1ncnc2c(Cl)cc(Cl)cc12 do in these assays?
Mm-Cpn inhibitor: -9.7%; A549 tox: -1.2%; TGFb inhibitor: 14.4%; EPAC2 antag: 9.9%; Nrf2 block: -0.5%; Nrf2 activator: 2.5%; CCT chaperon mod: 0.3; Akt phos inh: inactive; EPAC2 ag: 7.6%

How did Cc1nn2c(=O)cc(COC(=O)CNC(=O)c3ccc(F)cc3)nc2s1 do in these assays?
A549 tox: 0.9%; TGFb inhibitor: -9.0%; Nrf2 block: 10.6%; Nrf2 activator: -0.9%

What do the screens show for `CC(=O)N1CCN=C1SCc1cccc(C(F)(F)F)c1`?
Mm-Cpn inhibitor: -1.4%; A549 tox: 0.0%; TGFb inhibitor: 20.7%; EPAC2 antag: 9.0%; Nrf2 block: -23.7%; Nrf2 activator: -0.7%; CCT chaperon mod: -0.2; Akt phos inh: inactive; EPAC2 ag: -10.1%

Results for O=C(COC(=O)c1ccc(NS(=O)(=O)c2cccs2)cc1)NCC1CCCO1 (stereo not given) ?
Mm-Cpn inhibitor: -1.6%; A549 tox: 3.2%; TGFb inhibitor: 5.5%; EPAC2 antag: 15.9%; Nrf2 block: -5.6%; Nrf2 activator: -0.1%; CCT chaperon mod: -1.9; Akt phos inh: inactive; EPAC2 ag: -0.7%

Results for COc1ccccc1NC(=O)Nc1cc(F)ccc1F ?
Mm-Cpn inhibitor: -0.8%; A549 tox: 0.3%; TGFb inhibitor: 5.5%; EPAC2 antag: -7.6%; Nrf2 block: 5.1%; Nrf2 activator: 0.2%; CCT chaperon mod: -0.9; Akt phos inh: inactive; EPAC2 ag: 12.8%

How did Cc1cccc(-n2c(=O)c3ccccc3n(Cc3ccccc3C#N)c2=O)c1 do in these assays?
A549 tox: -19.8%; TGFb inhibitor: -10.0%; Nrf2 block: 11.7%; Nrf2 activator: 0.0%

How did CC(=O)c1ccc(COC(=O)Cc2ccc([N+](=O)[O-])cc2)cc1 do in these assays?
Mm-Cpn inhibitor: -1.0%; A549 tox: -0.7%; TGFb inhibitor: 9.1%; EPAC2 antag: 4.5%; Nrf2 block: 3.6%; Nrf2 activator: 0.4%; CCT chaperon mod: -0.3; Akt phos inh: inactive; EPAC2 ag: 5.8%

How did Cn1c(=O)oc2cc(S(=O)(=O)N3CCCC(C(=O)NCCN4CCOCC4)C3)ccc21 (stereo not given) do in these assays?
Mm-Cpn inhibitor: 2.3%; A549 tox: 3.6%; TGFb inhibitor: 0.0%; EPAC2 antag: -2.2%; Nrf2 block: -4.5%; Nrf2 activator: -1.0%; CCT chaperon mod: -0.4; Akt phos inh: inactive; EPAC2 ag: 7.6%

Results for O=C1CCc2cc(S(=O)(=O)NC(C(=O)Nc3cccc(F)c3)c3ccccc3)ccc2N1 (stereo not given) ?
A549 tox: -8.6%; TGFb inhibitor: inconclusive; Nrf2 block: 6.9%; Nrf2 activator: 5.5%

How did Cc1ccc2nc(C)cc(Nc3ccc([N+](=O)[O-])cc3)c2c1 do in these assays?
Mm-Cpn inhibitor: 0.3%; A549 tox: -0.3%; TGFb inhibitor: -7.1%; EPAC2 antag: -10.5%; Nrf2 block: 15.7%; Nrf2 activator: 5.1%; CCT chaperon mod: -1.7; Akt phos inh: inactive; EPAC2 ag: 11.3%

How did O=C(CSCc1ccccc1)Nc1ccccc1 do in these assays?
Mm-Cpn inhibitor: 1.2%; A549 tox: 7.2%; TGFb inhibitor: 1.5%; EPAC2 antag: 14.8%; Nrf2 block: inconclusive; Nrf2 activator: -0.8%; CCT chaperon mod: 1.4; Akt phos inh: inactive; EPAC2 ag: 1.8%

What do the screens show for `c1cncc(-c2nc(NCc3cccs3)c3ccccc3n2)c1`?
Mm-Cpn inhibitor: -2.6%; A549 tox: -3.4%; TGFb inhibitor: 8.1%; EPAC2 antag: -1.3%; Nrf2 block: -3.7%; Nrf2 activator: -0.9%; CCT chaperon mod: -2.6; Akt phos inh: inactive; EPAC2 ag: -0.3%

How did O=C(O)/C(CC(=O)c1ccc(Cl)cc1)=N/Nc1ccc([N+](=O)[O-])cc1[N+](=O)[O-] do in these assays?
Mm-Cpn inhibitor: 0.1%; A549 tox: -12.7%; TGFb inhibitor: -43.4%; EPAC2 antag: inconclusive; Nrf2 block: 1.5%; Nrf2 activator: 7.5%; CCT chaperon mod: 0.4; Akt phos inh: inactive; EPAC2 ag: -3.9%

What do the screens show for `CCC(C)c1ccccc1N1CC(C(=O)NCCCn2nc(C)cc2C)CC1=O` (stereo not given)?
Mm-Cpn inhibitor: 3.1%; A549 tox: 0.1%; TGFb inhibitor: 14.4%; EPAC2 antag: 4.0%; Nrf2 block: 6.3%; Nrf2 activator: 0.5%; CCT chaperon mod: 0.2; Akt phos inh: inactive; EPAC2 ag: 2.7%

How did CC(c1ccccc1)N1C(=O)CC(Sc2ncccc2C(=O)O)C1=O (stereo not given) do in these assays?
Mm-Cpn inhibitor: 0.0%; A549 tox: -4.0%; TGFb inhibitor: 0.5%; EPAC2 antag: 1.1%; Nrf2 block: 13.8%; Nrf2 activator: -0.2%; CCT chaperon mod: -2.9; Akt phos inh: inactive; EPAC2 ag: 7.4%

What do the screens show for `CCCC[C@@H]1CCCO[C@@](C(=O)NCc2ccccn2)(C(F)(F)F)C1`?
A549 tox: 0.2%&-6.4%; TGFb inhibitor: inconclusive; EPAC2 antag: -17.8%; Nrf2 block: -4.3%&-21.2%; Nrf2 activator: -0.2%; CCT chaperon mod: 1.1; Akt phos inh: inactive; EPAC2 ag: -1.2%

Results for COc1ccc(N=c2cc(-c3ccc(O)cc3)oc3ccccc23)cc1 ?
Mm-Cpn inhibitor: -0.1%; A549 tox: inconclusive; TGFb inhibitor: inconclusive; EPAC2 antag: -26.1%; Nrf2 block: -1.9%; Nrf2 activator: 6.6%; CCT chaperon mod: 0.9; Akt phos inh: inactive; EPAC2 ag: 7.6%
